Source: PubChem (Sanford-Burnham Center for Chemical Genomics)
H9c2 TAG inh: inhibitors of triacylglycerol accumulation, primary screen, cell-based, uHTS, fluorescence, H9c2. inhibition, % at 12.5 µM. H9c2 cells, Nile Red lipid (TAG) fluorescence; cells loaded with 200 µM oleic acid. hit rate 0.66% among 230,000;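 active = pattern-corrected inhibition of lipid staining of at least 50% with the nuclear-stain viability signal not falling by more than 50%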;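 also: 0% = DMSO wells and 100% = triacsin C control wells; some results filed as inactive read as strong as hits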
H9c2 TAG inh DAPI viability: second read-out of H9c2 TAG inh, no call of its own (marks repeat the call); DAPI nuclei signal change (viability), lower = more cytotoxic, %;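 whole-well DAPI fluorescence read on a plate reader as a viability signal; minus 50 percent equals half of cells still viable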
Numbers without * were called inactive. A portion of the library; count on the stated rates, not on these rows.

nr	SMILES	H9c2 TAG inh DAPI viability	H9c2 TAG inh
1	Cc1ccc(S(=O)(=O)N2CCCN(S(=O)(=O)c3ccccc3Br)CC2)cc1	6	-15
2	CCOC(=O)CSCC(=O)Nc1nnc(-c2cccc([N+](=O)[O-])c2)s1	0	10
3	COc1ccccc1OCCC(=O)Nc1cccc(S(=O)(=O)N2CCOCC2)c1	-2	-21
4	O=S(=O)(Nc1ccc(O)c(NS(=O)(=O)c2ccccc2)c1)c1ccccc1	2	-27
5	O=C(Nc1nccs1)C1CCCN1S(=O)(=O)c1ccc(F)cc1 (stereo not drawn)	-7	19
6	CCc1ccccc1NC(=O)CN(C)C(=O)CSc1nn(-c2ccccc2)c(=S)s1	-1	-1
7	N/C(=N\c1nc2ccccc2o1)NC(=O)c1cccc(Cl)c1	8	17
8	COc1cc(N)c(Cl)cc1C(=O)NC1CCN(Cc2ccccc2)CC1	8	-8
9	CN(CC(=O)Nc1ccc(F)cc1[N+](=O)[O-])Cc1ccccc1	2	0
10	COC(=O)Cn1c(C)c(C#N)c2ccccc21	6	-17
11	NC(c1cccc(F)c1)c1nc(-c2ccc(Cl)cc2)cs1 (stereo not drawn)	-1	8
12	Cc1c(Cl)cccc1NC(=O)c1ccc(-n2ccnc2)nc1	-8	13
13	CC1(C)C[C@H]2C3=CCC4[C@@]5(C)CC[C@H](O[C@@H]6O[C@H](C(=O)O)[C@@H](O)[C@H](O)[C@H]6O)[C@@](C)(CO)C5CC[C@@]4(C)[C@]3(C)C[C@H](O)[C@@]2(CO)[C@@H](O)[C@@H]1O (stereo partly drawn)	-1	-16
14	COc1cccc(C(=O)OCCN2CCCCC2)c1	-11	9
15	Cc1ccc(C(=O)N2CCN=C2SCc2ccc([N+](=O)[O-])cc2)cc1	-1	-11
16	CC(=O)c1cccc(NC(=O)C2Cc3c(-c4cccc(C(N)=O)c4)ccnc3O2)c1 (stereo not drawn)	4	-4
17	Cc1ncc(CN2CCC(N3CCC(C(=O)N4CCCC4)CC3)CC2)s1	-4	16
18	CC(=O)c1c(C)[nH]c(C(=O)CN2C(=O)NC3(CCCCC3C)C2=O)c1C (stereo not drawn)	2	5
19	CCOC(=O)c1c(C)[nH]c(C(=O)OCc2csc(CC(=O)Nc3ccccc3C)n2)c1C	-5	-10
20	CC(C)n1nnnc1SCC(=O)N1CCN(Cc2ccc3c(c2)OCCO3)CC1	5	-6

One compound at a time (already shown). Values in the order: H9c2 TAG inh DAPI viability, H9c2 TAG inh
Listed for CC(=O)c1cccc(NC(=O)C2Cc3c(-c4cccc(C(N)=O)c4)ccnc3O2)c1 (stereo not drawn) : 4, -4
Listed for Cc1ncc(CN2CCC(N3CCC(C(=O)N4CCCC4)CC3)CC2)s1 : -4, 16

Next part:
nr	SMILES	H9c2 TAG inh DAPI viability	H9c2 TAG inh
21	NS(=O)(=O)c1ccc(N2CCCC2=O)c([N+](=O)[O-])c1	-4	12
22	COC(=O)CN1C(=O)N(c2ccccc2)C(N(O)C(=O)Nc2ccccc2)C1(C)C (stereo not drawn)	7	-19
23	CCC(C)C(NC(=O)c1ccccc1)C(=O)Nc1ccc(S(=O)(=O)Nc2cc(C)nc(C)n2)cc1 (stereo not drawn)	3	-7
24	O=C1NC(=S)N/C1=C\c1ccccc1OCc1ccc(C(=O)O)cc1	-1	1
25	CN1CCN(C(=O)CCNC(=O)Cn2ccc3ccccc3c2=O)CC1	-3	3
26	Cc1nnnn1/C(=C\c1ccccc1)C(=O)OCC(=O)NC1CCCCC1	-8	1
27	CN1CC(=O)N2[C@H]3c4ccccc4OC[C@@H]3[C@H](c3ccccc3)[C@]2(C)C1=O	-4	2
28	O=C(NC(=S)Nc1cc([N+](=O)[O-])ccc1Cl)c1ccccc1	-3	-47
29	COc1ccc(CCc2nnc(CCC(=O)NCc3ccc4ncccc4c3)o2)cc1	-8	-1
30	O=C(c1cc(-c2ccco2)on1)N1CCN(c2ccccc2)CC1	-16	-3
31	CCN(CC(=O)NCc1ccc(Cl)cc1)CC(=O)Nc1ccc(C(N)=O)cc1	-8	-2
32	Cn1nc(C(C)(C)C)cc1NC(=O)C1(C)CCN1C(=O)C1(c2ccccc2)CCCC1 (stereo not drawn)	-3	19
33	CCC(CO)Oc1cc(NCc2ccc(C)cc2)c2ncn(C(C)C)c2c1 (stereo not drawn)	-4	0
34	NC(=O)N/N=C/c1ccc(-c2cccc(C(F)(F)F)c2)o1	11	10
35	CCC(=NCCc1ccc(OC)c(OC)c1)C1=C(O)CC(C)(C)CC1=O	7	1
36	CN(C(=O)COC(=O)c1ccc(Cl)nc1)c1c(N)n(Cc2ccccc2)c(=O)[nH]c1=O	3	-12
37	COc1ccc(-c2csc(NC(=O)c3cccc(N4C(=O)CCC4=O)c3)n2)cc1C	15	-6
38	CCN(CC)C(=O)c1ccc(-c2nnc(OC)c3ccccc23)cc1	1	5
39	CCn1nnnc1SCC(=O)c1ccc(C)cc1	-11	12
40	COc1ccc(Br)cc1C(=O)Nc1ccc(N2CCN(S(C)(=O)=O)CC2)cc1	2	-2
41	COc1ccc(C)cc1NC(=O)CSCc1cc(=O)n2c(C)csc2n1	0	17
42	CCn1c(C)nc2cc(C(=O)NNC(=S)NC(=O)c3ccc(OC)cc3)ccc21	5	-8
43	CC(=O)Nc1ccc(NC(=O)C(C)OC(=O)/C=C/c2cnc3ccccc3n2)cc1 (stereo not drawn)	-10	6
44	COCCCNC(=O)C(=O)C1C(=O)Nc2ccccc21 (stereo not drawn)	-16	15
45	N#CC1=C(N)OC2=C(CN(Cc3ccccc3)C/C2=C\c2cccnc2)C1c1cccnc1 (stereo not drawn)	-1	12
46	CS(=O)(=O)c1ccc(C(=O)OCC(=O)NC(=O)C2COc3ccccc3O2)cc1[N+](=O)[O-] (stereo not drawn)	-4	15
47	CCCCn1c(N)c(N(CCOC)C(=O)CSc2nnc(-c3ccco3)n2CC)c(=O)[nH]c1=O	-2	9
48	CCC1(CC)NC(=O)N(CC(=O)OCC(=O)c2cc(C)c(C)cc2C)C1=O	0	-7
49	COc1cc2[nH]c(=S)nc(NCCc3ccc(C)cc3)c2cc1OC	3	26
50	COc1ccc(C2(C)NC(=O)N(CC(=O)N3CCc4ccccc43)C2=O)cc1OC (stereo not drawn)	-6	-3

2 compounds drawn at random from the list so far:
nr	SMILES	H9c2 TAG inh DAPI viability	H9c2 TAG inh
43	CC(=O)Nc1ccc(NC(=O)C(C)OC(=O)/C=C/c2cnc3ccccc3n2)cc1 (stereo not drawn)	-10	6
41	COc1ccc(C)cc1NC(=O)CSCc1cc(=O)n2c(C)csc2n1	0	17

Carrying on:
nr	SMILES	H9c2 TAG inh DAPI viability	H9c2 TAG inh
51	CC1(NC(=O)c2ccccc2)CCN(CCc2cccs2)C1=O (stereo not drawn)	0	-5
52	O=C(CC(C(=O)O)c1c[nH]c2ccccc12)c1ccccc1 (stereo not drawn)	3	0
53	O=C(Nc1nc(-c2ccc([N+](=O)[O-])cc2)cs1)c1c(F)cccc1F	5	6
54	O=C(c1ccccc1)C1N=NCC1c1ccc(Cl)cc1 (stereo not drawn)	-4	-1
55	Cc1ccc(-n2nnnc2SCC(=O)N2CC(=O)Nc3ccccc32)cc1	-5	9
56	Cc1ccccc1CNC(=O)C(=O)NCCC1CCCCN1S(=O)(=O)c1ccccc1 (stereo not drawn)	-19	34
57	Cc1cc(-c2ccccc2)nc(N/N=C/c2ccc(N(C)C)cc2)n1	5	-5
58	CCC(C)[C@H]1CN=C(N)N1CCc1cc(C(F)(F)F)cc(C(F)(F)F)c1 (stereo partly drawn)	-22	43
59	CCCCOc1ccc(C(C)(O)CCN2CCOCC2)cc1 (stereo not drawn)	-9	9
60	Cc1ccc(CNC(=O)CN2CCN(c3ccc(F)cc3)CC2)cc1	-3	1

Arranged by number of heavy atoms (high to low): some entries from above.
nr	SMILES	H9c2 TAG inh DAPI viability	H9c2 TAG inh
56	Cc1ccccc1CNC(=O)C(=O)NCCC1CCCCN1S(=O)(=O)c1ccccc1 (stereo not drawn)	-19	34
58	CCC(C)[C@H]1CN=C(N)N1CCc1cc(C(F)(F)F)cc(C(F)(F)F)c1 (stereo partly drawn)	-22	43
53	O=C(Nc1nc(-c2ccc([N+](=O)[O-])cc2)cs1)c1c(F)cccc1F	5	6
54	O=C(c1ccccc1)C1N=NCC1c1ccc(Cl)cc1 (stereo not drawn)	-4	-1

New compounds follow
nr	SMILES	H9c2 TAG inh DAPI viability	H9c2 TAG inh
61	Cc1cc(C)n(-c2cccc(CN3CCC(CO)(Cc4ccccc4)CC3)c2)n1	18	-9
62	COc1cc(C(=O)NC2CC3CCCC(C2)N3C2CC2)cc(OC)c1OC (stereo not drawn)	-3	-7
63	O=C(NCCC(=O)N1CCCCCCC1)c1ccc(Br)cc1	15	-5
64	CCOC(=O)Cc1[nH]nc2c1C(Cc1ccccc1)C(C#N)=C(N)O2 (stereo not drawn)	6	1
65	O=C1CC(=O)N(Cc2cccs2)C(=O)N1	4	-3
66	COc1ccc(CNc2ncnc3cc(OC)c(OC)cc23)cc1	-1	-13
67	Cc1nc(CN(C)C(=O)C2CCC(=O)N(CCc3cccc(F)c3)C2)cs1 (stereo not drawn)	-5	11
68	Cc1cc(F)c(F)c(C(=O)N2CCC(C)CC2)c1Cl	3	1
69	O=C1Nc2ccc(Br)cc2/C1=N/N=C/C1=C(N2CCOCC2)C(=C\c2ccccc2)/CC1	-31*	142*
70	O=C(/C=C/c1cn(-c2ccccc2)nc1-c1ccc2c(c1)OCCO2)NCCCN1CCOCC1	26	14
71	CC(Sc1ccc(Cl)cc1)C(=O)NCc1cccnc1 (stereo not drawn)	-1	8
72	N#Cc1ccccc1OCC(=O)Nc1cccc(S(=O)(=O)N2CCCC2)c1	5	-11
73	COC(=O)C1CSC(C(=O)OC)N1C(=O)Nc1ccccc1 (stereo not drawn)	2	5
74	NC(N)=NC1=NC(=O)C(Cc2ccccc2)S1 (stereo not drawn)	-3	-6
75	COc1ccc(NC(=O)/C=N/O)cc1	-6	-16
76	O=C(Nc1cc(Cl)c(Cl)cc1Cl)c1cccnc1	-2	8
77	O=C(COC(=O)Cc1ccsc1)NNC(=O)c1ccccc1	-1	2
78	O=CNc1cc(-c2ccccc2)cn2c(-c3ccc(F)c(Cl)c3)cnc12	3	-12
79	COc1ccccc1OCCCn1cc(C#N)c2ccccc21	-7	-12
80	CN(C(=O)COC(=O)c1cc(S(=O)(=O)N2CCOCC2)c(Cl)cc1Cl)C1CCS(=O)(=O)C1 (stereo not drawn)	-5	5
81	CC(=O)c1c(C)[nH]c(C(=O)OCC(=O)NCCC2=CCCCC2)c1C	-2	0
82	CCNC(=S)NNC(=O)c1cccs1	0	-3
83	O=C(CN1C(=O)NC2(CCSC2)C1=O)NCc1ccccc1 (stereo not drawn)	-7	-6
84	O=C(NC1CCCC1)C(Cc1ccccc1)n1cccc1 (stereo not drawn)	6	7
85	CC[C@@]1(C(=O)OC)N[C@H](CN(C)S(=O)(=O)c2ccc(C(F)(F)F)cc2)[C@@H]2C(=O)N(C)C(=O)[C@@H]21	3	-1
86	COc1cccc(C(=O)Nc2ccc(Oc3cccc(C(F)(F)F)c3)nc2)c1	6	-15
87	O=c1[nH]c(=O)c2[nH]c(=O)n(-c3ccccc3)c2[nH]1	8	-12
88	Cc1ccsc1CNCc1cc(Cl)ccc1O	0	0
89	Cc1ccc(N2CC(C(=O)OCC(=O)Nc3cccc(Cl)c3C)CC2=O)cc1 (stereo not drawn)	2	-12
90	CSCCC(NC(=O)c1ccccc1)C(=O)N1CC=C(c2ccccc2)CC1 (stereo not drawn)	-12	8
91	COc1ccc(S(=O)(=O)N2CCc3ccccc32)cc1C(=O)N1CCC(C)CC1	-9	2
92	CCOC(=O)C1=C(N)Oc2cc(O)ccc2C1c1ccc([N+](=O)[O-])cc1 (stereo not drawn)	-3	-7
93	OC1(c2nc3ccccc3[nH]2)CCCCC1	1	5
94	COC(=O)N/N=C/c1sc(N2CCCCC2)nc1-c1cccs1	-3	14
95	O=C(CCNc1ccc(Cc2ccncc2)cc1)c1ccc([N+](=O)[O-])cc1	-2	-1
96	Cc1cccc(CSC2=NCCN2C(=O)c2ccco2)c1	-1	-1
97	Cc1cc(NC(=O)c2ccc(S(=O)(=O)N3CCCC3)cc2)nc2c1c(=O)oc1ccccc12	-14	40
98	CCOC(=O)C1(CCCc2ccccc2)CCN(CCCn2cccn2)CC1	18	-12
99	CCC(CC)C(=O)Nc1nnc(S(=O)(=O)N2CCCCCC2)s1	-3	7
100	Cc1ccc(CSCC(=O)NCc2cccs2)cc1	-2	-2
101	COc1cc(NC(=O)CSc2nc3c(C)ccc(C)c3cc2C)c(C(=O)O)cc1OC	1	-1
102	Nc1cccc2[nH]c(=O)c3ccccc3c12	-2	-2
103	Cc1ccc(C(=O)NCc2occc2C(=O)O)o1	12	-32
104	Cc1ccccc1-c1nc2cc(Cl)ccc2o1	-11	-10
105	O=C(CSc1nnnn1C1CCCCC1)NCc1ccco1	-8	12
106	COc1ccc(OC)c(S(=O)(=O)Nc2ccc3c(c2)C(=O)OC3)c1	6	-11
107	CCOC(=O)CN1NC2(CCCCCC2)NC1=S	1	-5
108	Cc1ccc(NC(=O)CCn2ccc([N+](=O)[O-])n2)nc1	5	6
109	O=C(c1ccc(S(=O)(=O)N2CCOCC2)cc1)N1CCN(c2ccc(F)cc2)CC1	-9	7
110	O=C(NC1CC1)C1=C[C@@H](c2coc3ccccc3c2=O)C[C@@H](OCc2ccc(CO)cc2)O1	-11	13
111	COc1cc(Cl)c(C)cc1NC(=O)COC(=O)C1CC1C (stereo not drawn)	1	-1
